# 697 NFkB inh: inhibitors of PMA/ionomycin-induced NF-kB reporter, 697 cells, primary screen, B-cell NF-kB inhibitor project, cell-based, luminescence, uHTS | 697 B-cell NF-kB luciferase reporter, 16 h | inhibition, % at 4 µM | actives 0.33% (n = 330,000) | AID 435022, 2010; in the data active means inhibition above about 35%
# Mdm2 MdmX PPI: inhibitors of human Mdm2-MdmX association, primary screen, cell-based, luminescence, split luciferase, SaOS-2, uHTS; SaOS-2 split-luciferase Mdm2/MdmX complementation; actives 3% (n = 330,000); Protein Mdm4 (Homo sapiens) + E3 ubiquitin-protein ligase Mdm2 (Homo sapiens), …; inhibition, % at 8 µM;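 active means inhibition of at least 50% at 8 µM in the primary screen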
# Target sequence (O15151 whole entry, looked up): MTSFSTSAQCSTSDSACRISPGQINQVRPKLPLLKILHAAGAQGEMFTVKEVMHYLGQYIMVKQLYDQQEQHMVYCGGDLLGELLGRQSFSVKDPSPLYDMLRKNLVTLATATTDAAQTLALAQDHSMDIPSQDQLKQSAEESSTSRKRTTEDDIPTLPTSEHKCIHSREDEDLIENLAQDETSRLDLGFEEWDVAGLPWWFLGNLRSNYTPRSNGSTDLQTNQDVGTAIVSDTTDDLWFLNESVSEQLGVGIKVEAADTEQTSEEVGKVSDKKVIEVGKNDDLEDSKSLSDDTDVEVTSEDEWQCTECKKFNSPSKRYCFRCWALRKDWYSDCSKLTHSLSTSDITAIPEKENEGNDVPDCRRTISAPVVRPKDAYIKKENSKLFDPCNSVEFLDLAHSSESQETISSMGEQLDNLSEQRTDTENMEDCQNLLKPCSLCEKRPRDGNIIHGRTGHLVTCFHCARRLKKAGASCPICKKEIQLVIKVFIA
# Target sequence (Q00987 whole entry, looked up): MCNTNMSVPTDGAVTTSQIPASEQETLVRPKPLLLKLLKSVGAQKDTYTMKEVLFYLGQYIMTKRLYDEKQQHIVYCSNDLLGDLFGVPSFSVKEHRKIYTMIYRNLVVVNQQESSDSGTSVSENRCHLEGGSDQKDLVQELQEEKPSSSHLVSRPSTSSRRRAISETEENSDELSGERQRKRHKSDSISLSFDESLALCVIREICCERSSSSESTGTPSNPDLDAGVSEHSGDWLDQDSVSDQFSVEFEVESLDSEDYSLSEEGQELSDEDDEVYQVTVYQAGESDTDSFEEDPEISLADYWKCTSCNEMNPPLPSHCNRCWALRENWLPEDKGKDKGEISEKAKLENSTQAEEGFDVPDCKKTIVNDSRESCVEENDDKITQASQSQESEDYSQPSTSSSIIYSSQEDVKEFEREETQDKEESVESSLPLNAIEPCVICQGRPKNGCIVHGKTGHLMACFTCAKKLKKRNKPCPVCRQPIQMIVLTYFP
# XBP1 UPR activ: activators of adaptive XBP1 UPR arm, primary screen, cell-based, CHO-XBP1 luciferase reporter, luminescence, uHTS; IRE1-XBP1 UPR activation; percent of tunicamycin response, DMSO as zero; actives 0.33% (n = 330,000); activation, % at 20 µM;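 active means versus positive control, 20 µM dose yields 30% or more activation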;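 further: 100% = tunicamycin at 10 µg/mL and 0% = DMSO only wells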
#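 Test system: CHO-XBP1 luciferase reporter cells | Buffer or medium: Serum-containing F12 medium, 10% FBS | Schedule: 6 h compound exposure at 37 °C, 5% CO2 | Detection: Steady-Glo luciferase glow luminescence, 10 min after reagent addition | Read-out basis: Activation, % of tunicamycin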
# APJ ag: agonists of human apelin receptor APJ, primary screen, CHO-K1 cells, PathHunter beta-arrestin, luminescence. activation, % at 20 µM. actives 0.11% (n = 330,000). AID 2520, 2010. 0% DMSO wells, 100% apelin;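 active means activation more than six SD over the plate average, tested at 20 µM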;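 further: 0% = DMSO alone and 100% = apelin-13 at 10 nM; some results filed as inactive read as strong as hits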
#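 system = engineered CHO-K1 APJ arrestin reporter cells | input = 1000 cells per well | timing = overnight seeding, 90 min compound at 25 °C, 1 h detection | measured by = enzyme-fragment complementation luminescence | read-out = beta-arrestin recruitment to APJ as agonist activity, luminescent signal | control set = negative DMSO alone, positive Apelin-13 at 10 nM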
# Jurkat NFkB inh: inhibitors of induced NF-kB luciferase reporter, primary screen, TCR NF-kB activation inhibitor project, cell-based, luminescence, uHTS; Jurkat, PMA/ionomycin-induced NF-kB luciferase reporter; inhibition, % at 4 µM; actives 0.53% (n = 330,000); in the data active means inhibition above about 50%
# tim23-1 inh: growth inhibitors of tim23-1 mutant yeast, primary screen, luminescence, uHTS | S. cerevisiae tim23-1 growth, BacTiter-Glo luminescence, 24 h | inhibition, % at 20 µM | actives 1.3% (n = 330,000) | AID 463212, 2010;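 active means growth inhibition of the mutant yeast at or above 50%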;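 further: temperature-sensitive mutant grown at 25 °C; plate controls were DMSO-treated mutant yeast for no effect and medium wells lacking yeast for full effect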
# UPR CHOP act: activators of apoptotic CHOP UPR arm, primary screen, cell-based, CHO-CHOP luciferase reporter, luminescence, uHTS. actives 0.34% (n = 330,000). UPR activation; percent of tunicamycin response over DMSO baseline. activation, % at 10 µM;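 active means at 10 µM dose, activation of 40% or more, normalized to positive control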;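 further: 100% = tunicamycin at 10 µg/mL and 0% = DMSO alone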
#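 measured by = luciferase luminescence | assay system = CHO-CHOP cells, stable luciferase reporter of PERK-eIF2a-CHOP signalling | amount = 500 reporter cells seeded per well | timing = 6 h compound exposure at 37 °C after overnight seeding | controls = positive tunicamycin 10 µg/mL, negative DMSO alone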
# APJ antagonist: antagonists of human apelin receptor APJ, primary screen, CHO-K1 cells, beta-arrestin complementation, luminescence | P35414 | inhibition, % at 20 µM | actives 0.32% (n = 330,000) | AID 2521, 2010;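 active means inhibition above about 40% at 20 µM, limit read from the data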;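 further: cells challenged with 10 nM apelin-13 agonist together with compound; plate controls were apelin-13 plus DMSO wells for no effect and DMSO wells lacking apelin-13 for full effect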
# Active calls of the source: *. Outcome played no part in choosing rows; about 5% have a hit in one of these screens.
# Screens in order – 697 NFkB inh, Mdm2 MdmX PPI, XBP1 UPR activ, APJ ag, Jurkat NFkB inh, tim23-1 inh, UPR CHOP act, APJ antagonist
- Cc1c(C#N)c2ccccc2n1CC(=O)NCc1cccnc1
→ -1, -8, -3, -1, -3, 8, -0.4, 4
- CCOC(=O)Cc1nn(C)c(=O)c2ccccc12
→ 19, 13, 1, 2, -5, -15, -0.4, -3
- CCOc1ncccc1C(=O)OCC(=O)NC1CCCCC1
→ 10, 2, 0, -2, 7, -1, 1.9, 9
- O=C(NCCn1cc(SCc2ccc(F)cc2)c2ccccc21)c1c(F)cccc1F
→ 14, 24, 5, -2, 7, -1, -0.1, 13
- CCCC(=O)NC(C)C(c1cccs1)N1CCN(c2ccccc2)CC1 (stereo not drawn)
→ 17, 18, -5, -2, -16, 17, -0.7, 2
- CCCC(=O)Nc1ccc(C(=O)N/N=C/c2ccc[nH]2)cc1
→ -6, 70*, -1, 7, -5, 6, 0.0, -5
- O=C(COc1ccccc1)Nc1ccc2[nH]ncc2c1
→ -1, 12, -3, 4, -3, 27, 3.4, 0
- COc1cc(S(=O)(=O)N2CCOCC2)ccc1NC(=O)COC(=O)/C=C/c1cc(OC)c(OC)c(OC)c1
→ 5, 23, -2, -1, -5, 5, -1.7, 0
- O=C1C=C(c2cc3ccccc3s2)C[C@@H](c2ccc3c(c2)OCO3)C1
→ -20, 67*, 4, -3, 9, -3, 5.3, 16
- CCOc1ccccc1N1C(=O)c2cccnc2C1=O
→ 3, 4, -5, -2, 3, -10, -1.5, 12
- O=C(Nc1ccccc1Cl)c1ccccc1Cl
→ -4, 6, -2, -2, -12, 3, 1.5, -9
- CC1CCc2ccccc2N1C(=O)c1cccs1 (stereo not drawn)
→ 4, -5, -2, -1, -9, 13, 1.6, 6
- Cc1ccc(NC(=O)CN(C)C(=O)c2cccnc2Nc2cccc(C(F)(F)F)c2)cc1
→ 24, 24, -1, 14, 21, 37, 1.0, -6
- O=C(NCCC1=CCCCC1)c1ccc(Br)o1
→ -24, -2, 3, 2, -32, 13, 5.2, -5
- O=C(NC1CCCc2ccccc21)c1ccccc1OC(F)F (stereo not drawn)
→ 10, 17, 0, -2, 21, -9, -0.1, -7

# Further entries.
# Screens in order – 697 NFkB inh, Mdm2 MdmX PPI, XBP1 UPR activ, APJ ag, Jurkat NFkB inh, tim23-1 inh, UPR CHOP act, APJ antagonist
- NC(Cc1ccc(OC(F)F)cc1)C(=O)O (stereo not drawn)
→ 2, 11, -2, -6, -23, 16, -1.5, 3
- CCOc1ccc2nc(NS(=O)(=O)c3cccs3)sc2c1
→ -2, 13, -4, 1, 3, 10, 2.8, 8
- COc1ccc(C2C(C(C)=O)=C(Nc3ccccc3)CC(C)(O)C2C(C)=O)cc1OC (stereo not drawn)
→ -6, 4, -1, -2, -9, 25, -0.6, -22
- O=C(/C=C/c1cccc([N+](=O)[O-])c1)Nc1ccc(NC(=O)c2cccs2)cc1
→ -14, 85*, -1, -2, -3, -6, 1.4, 3
- O=C(N/N=C/c1cccnc1)c1ccc(NC(=O)c2cccc(Cl)c2)cc1
→ 10, 24, 0, 1, 6, 2, 2.0, 2
- Cc1ccc(-c2nnc(SCC(=O)NC3CCCc4ccccc43)n2N)cc1 (stereo not drawn)
→ 13, 16, -3, -2, 9, 10, -0.6, -5
- COC(=O)[C@H]1C[C@@H]1[C@H](NS(=O)(=O)c1ccccc1)c1ccccc1
→ -1, 8, 2, 7, -10, 28, -1.5, -56
- COc1ccc(C(=O)Cn2cc[n+](C)c2)cc1
→ -25, -6, -3, -3, -6, -8, -0.9, -23
- CCN1C(=NCCOC)N[C@@H](c2cccc(F)c2)C(C(=O)OC)=C1C
→ -4, -13, 2, 2, -5, 17, -0.9, 8
- Cc1nnc(SCCn2c(Br)nc3c2c(=O)[nH]c(=O)n3C)s1
→ -4, -4, 5, -2, -11, -1, -2.1, 4
- COc1ccccc1NC(=O)c1ccc2[nH]c(C)c(C)c2c1
→ -73, -117, 5, -2, -112, 22, 5.8, 13
- Cc1cccc(N2CCN(S(=O)(=O)c3cccc4nonc34)CC2C)c1 (stereo not drawn)
→ -1, -7, -2, -4, 6, 12, -0.1, -1
- COc1ccccc1NC(=O)CSc1nnc(-c2ccncc2)o1
→ -10, 4, 0, 2, -1, 27, 0.9, -5
- O=C1CCCCN1CC(=O)N1CCCC(Nc2ccc(F)c(F)c2)C1 (stereo not drawn)
→ -3, 3, 0, -2, -1, -2, 2.5, -6
- CN(C)c1ccnc(Nc2ccc(O)cc2)c1C#N
→ 11, 12, -2, -2, -13, 8, 0.0, -3

# Later entries.
# Screens in order – 697 NFkB inh, Mdm2 MdmX PPI, XBP1 UPR activ, APJ ag, Jurkat NFkB inh, tim23-1 inh, UPR CHOP act, APJ antagonist
- Cc1cc(C)n(-c2nc3ccccc3nc2N2CCN(C(=O)c3ccc(Cl)cc3)CC2)n1
→ -1, 10, -5, -7, 11, 37, 0.9, 20
- CCN(CC(=O)NCc1ccc(F)cc1)C(=O)/C=C/c1ccc(OC)c(S(=O)(=O)NC(C)C)c1
→ 6, 56*, 4, -3, 51*, 12, -0.7, -33
- CC(C)c1onc(C(=O)NCc2ccccn2)c1[N+](=O)[O-]
→ 6, 27, -4, -3, -8, 12, -2.4, 12
- CC1(C)C(c2ccccc2)=[N+]([O-])CN1O
→ 13, 6, -3, -3, 4, 5, -0.7, 22
- COc1ccc(-c2cccc(NS(=O)(=O)c3cc([N+](=O)[O-])ccc3Cl)c2)nn1
→ 1, 17, -1, 8, 9, 27, -0.6, -7
- COc1ccccc1CNC(=O)OCc1nccnc1C(=O)Nc1ccc(Br)cn1
→ -33, 55*, 3, 1, -7, -6, 1.9, 13
- N#CCC(=O)N1CCCCCC1
→ -2, -14, 0, 1, 4, 8, 3.3, 6
- COc1ccc(C(CNC(=O)C(CCSC)NC(=O)c2ccccc2Cl)N2CCOCC2)cc1 (stereo not drawn)
→ 2, 22, 0, -1, 1, 15, 5.2, 15
- CCc1cc(CNC(=O)c2cc(COc3ccc(C)nc3)on2)on1
→ -59, 15, 1, -1, -46, 5, 6.5, -27
- CCS(=O)(=O)Nc1ccc2c(c1)OCO2
→ -6, 13, 1, 5, 9, -13, 1.8, 3
- CCCC(=O)Nc1ccc(C(=O)COC(=O)C2CC2)cc1
→ 0, -24, 0, -2, -6, 11, 3.6, -5
- Cc1cc2nc3s/c(=C/c4ccc(-c5ccccc5C(=O)O)o4)c(=O)n3c2cc1C
→ -6, 16, -3, -4, -10, 28, 1.8, 21
- O=C(c1ccccc1[N+](=O)[O-])N1CCc2ccccc2C1
→ 10, -11, -1, -1, -15, 12, 2.7, 9
- O=C(Cc1ccccc1)Nc1c2c(nn1-c1cccc(Cl)c1)CS(=O)(=O)C2
→ -12, -9, 2, 5, -10, 9, -1.0, -2
- COc1ccc2c(c1)C=C([C@@H]1C[C@H]3CN(c4ccccc4)C(=O)[C@]34CCCN14)CO2
→ 15, 16, -2, -2, -8, 6, -1.5, 8

# Carrying on.
canonical_smiles	697 NFkB inh	Mdm2 MdmX PPI	XBP1 UPR activ	APJ ag	Jurkat NFkB inh	tim23-1 inh	UPR CHOP act	APJ antagonist
CCc1ccccc1-n1nnnc1-c1cnccc1C(F)(F)F	-12	2	-2	-2	10	29	-0.4	-7
O=C(c1ccc(Cl)cc1)N1CCC(C(=O)N2CCN(c3ncccn3)CC2)CC1	12	-3	-1	-5	13	1	-1.1	10
CCOC(=O)c1c(C)[nH]c(C(=O)OCC(=O)Nc2cc(C)nn2-c2ccccc2)c1C	14	6	-1	-6	4	-10	-0.8	-18
Cc1cc(C)[n+](-c2ccc(F)cc2)c2[nH]c(=O)[nH]c(=O)c12	20	30	0	-4	0	-3	1.3	17
O=C(Cn1cncn1)NCc1cc(F)ccc1F	17	-16	0	-1	16	8	0.4	-14
O=C(CCCN1C(=O)/C(=C\c2ccccc2)SC1=S)Nc1ccc(O)cc1	11	99*	-1	-1	6	43	1.4	-11
COc1ccc(-c2cc3ccccc3n2CC(O)CN2CCCCC2)cc1 (stereo not drawn)	9	23	0	-4	-2	4	-0.7	-11
COc1ccc(OC)c(NC(=O)NNC(=O)COc2ccc([N+](=O)[O-])cc2)c1	28	6	-2	-3	16	9	0.9	0
COc1ccc(N2C(=O)CC(Sc3nnnn3-c3ccc(F)cc3)C2=O)cc1 (stereo not drawn)	-22	33	-8	-2	13	26	3.8	-34
Oc1c(C=Nc2ccccc2)sc2ccccc12	-161	9	-8	-1	-24	66*	-6.0	-53
CCOc1ccc(NC(=S)Nc2ccc(OCC)cc2)cc1	-11	-7	-2	-3	-12	-2	0.6	-17
CCn1c(CNC(=O)c2cc(OC)c(OC)c(OC)c2)cc2cc(C)ccc21	-38	18	0	3	12	20	2.0	6
O=P(O)(O)c1ccccc1OCCOCCOc1ccccc1P(=O)(O)O	5	4	-1	-5	-12	11	1.0	6
Cc1ccc(CN(C)CC(=O)Nc2ccc3c(c2)CCC3)cc1	-3	19	-1	-1	-7	20	2.0	1
CC(=O)c1ccc(N2CCN(C(=S)Nc3ccc(Oc4ccccc4)cc3)CC2)cc1	-25	27	-4	1	42	13	2.3	6

# Of the compounds above, eleven contain fluorine:
canonical_smiles	697 NFkB inh	Mdm2 MdmX PPI	XBP1 UPR activ	APJ ag	Jurkat NFkB inh	tim23-1 inh	UPR CHOP act	APJ antagonist
O=C(NCCn1cc(SCc2ccc(F)cc2)c2ccccc21)c1c(F)cccc1F	14	24	5	-2	7	-1	-0.1	13
Cc1ccc(NC(=O)CN(C)C(=O)c2cccnc2Nc2cccc(C(F)(F)F)c2)cc1	24	24	-1	14	21	37	1.0	-6
O=C(NC1CCCc2ccccc21)c1ccccc1OC(F)F (stereo not drawn)	10	17	0	-2	21	-9	-0.1	-7
NC(Cc1ccc(OC(F)F)cc1)C(=O)O (stereo not drawn)	2	11	-2	-6	-23	16	-1.5	3
CCN1C(=NCCOC)N[C@@H](c2cccc(F)c2)C(C(=O)OC)=C1C	-4	-13	2	2	-5	17	-0.9	8
O=C1CCCCN1CC(=O)N1CCCC(Nc2ccc(F)c(F)c2)C1 (stereo not drawn)	-3	3	0	-2	-1	-2	2.5	-6
CCN(CC(=O)NCc1ccc(F)cc1)C(=O)/C=C/c1ccc(OC)c(S(=O)(=O)NC(C)C)c1	6	56*	4	-3	51*	12	-0.7	-33
CCc1ccccc1-n1nnnc1-c1cnccc1C(F)(F)F	-12	2	-2	-2	10	29	-0.4	-7
Cc1cc(C)[n+](-c2ccc(F)cc2)c2[nH]c(=O)[nH]c(=O)c12	20	30	0	-4	0	-3	1.3	17
O=C(Cn1cncn1)NCc1cc(F)ccc1F	17	-16	0	-1	16	8	0.4	-14
COc1ccc(N2C(=O)CC(Sc3nnnn3-c3ccc(F)cc3)C2=O)cc1 (stereo not drawn)	-22	33	-8	-2	13	26	3.8	-34

# High-throughput results as filed in PubChem.
